# Source: PubChem (several laboratories)
# IDE act: activators of human insulin-degrading enzyme in cells. activation, % at 5.96 µM. 340,000 compounds, 0.073% hits. HEK cells, FAbeta-B cleavage, fluorescence polarization; 0% vehicle, 100% cell-free pure enzyme wells. P14735. AID 493087;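 active means activation above the mean of all tested compounds plus 3 SD, set per screening campaign, cut at about 17% in these data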
# NS3 helicase inh: HCV NS3 helicase inhibition; NS3 helicase DNA unwinding, Cy5 molecular beacon fluorescence; inhibition, % at 10.9 µM; 290,000 compounds, 0.56% hits;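 active means inhibition above the mean of all tested compounds plus 3 SD, set per campaign, cut at about 35% in these data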;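 further: 0% = DMSO wells and 100% = thioflavine S control wells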
#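 assay system = NS3 helicase fragment of HCV | buffer or medium = MOPS pH 6.5, MgCl2, DTT, Tween20, BSA | timing = 60 min unwinding reaction at 25 °C after ATP addition | signal = Cy5 beacon fluorescence read at start and 1 h | read-out basis = % inhibition of unwinding | control set = low DMSO, high thioflavine S at 110 µM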
# VIM-2 inhibitor: blocks Pseudomonas aeruginosa VIM-2 metallo-beta-lactamase; inhibition, % at 5.6 µM; 290,000 compounds, 0.89% hits; AID 1527; purified VIM-2, nitrocefin hydrolysis, epi-absorbance fluorescence;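 active means inhibition above the mean of all tested compounds plus 3 SD, cutoff set per screening run, cut at about 7.5% in these data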;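 further: red hydrolysis product quenches plate fluorescence so inhibitors raise well fluorescence; 0% = enzyme with DMSO and 100% = DMSO without enzyme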
# IDE inh: inhibitors of human insulin-degrading enzyme in cells; inhibition, % at 5.59 µM; AID 434962; P14735; HEK cells, FAbetaB cleavage, fluorescence polarization; 320,000 compounds, 0.41% hits;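 active means percent inhibition above the average of all tested compounds plus 3 SD, set per screening campaign, cut at about 16% in these data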;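 further: IDE supplied by intact live HEK cells; FP after avidin binding of uncleaved biotin substrate so inhibition keeps polarization high; 0% = DMSO wells and 100% = 60 µM reference IDE inhibitor Ii1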
# IMP-1 inhibitor: blocks Pseudomonas aeruginosa IMP-1 metallo-beta-lactamase. purified IMP-1, nitrocefin hydrolysis, epi-absorbance fluorescence. inhibition, % at 5.6 µM. 290,000 compounds, 0.45% hits. AID 1556;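 active means inhibition above the mean plus 3 SD of all compounds in the same screening run, cut at about 4.5% in these data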;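 further: 0% = IMP-1 with DMSO and 100% = DMSO wells lacking enzyme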
#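 Material – recombinant IMP-1 enzyme, purified · Amount – IMP-1 0.2 nM before substrate addition · Medium – HEPES buffer pH 7.1 with ZnSO4 and Brij 35 · Timing – 25 °C, 15 min preincubation, 25 min reaction · Measured by – plate fluorescence quenching by hydrolysis product, ex 480/em 530 nm · Read-out – percent enzyme inhibition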
# PfM18AAP inh: PfM18AAP enzyme inhibition; recombinant PfM18AAP, H-Glu-NHMec fluorogenic cleavage; inhibition, % at 7.35 µM; 290,000 compounds, 1.2% hits;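 active means inhibition above the campaign mean inhibition over all tested compounds plus 3 SD, cut at about 28% in these data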;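 further: 0% = plate median of test compound wells and 100% = 2 mM ZnCl2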
# DNA FID counter: fluorescent intercalator displacement, NS3 helicase counter-screen; inhibition, % at 7.9 µM; 290,000 compounds, 0.17% hits; DNA fluorescent intercalator displacement, fluorescence; in the data active means inhibition above about 37%;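 further: 0% = vehicle and 100% = reference compound; higher means more ethidium bromide displaced from hairpin DNA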
# SUMO HTRF inh: SUMOylation inhibition. P63279. HTRF SUMOylation assay, SAE1/SAE2 + UBC9, in vitro. inhibition, % at 35 µM. 290,000 compounds, 0.36% hits. AID 2006; in the data active means inhibition above about 50%, passing the limit was not always enough; further: strong numbers were not always called active
# Target sequence (P63279 whole entry, looked up): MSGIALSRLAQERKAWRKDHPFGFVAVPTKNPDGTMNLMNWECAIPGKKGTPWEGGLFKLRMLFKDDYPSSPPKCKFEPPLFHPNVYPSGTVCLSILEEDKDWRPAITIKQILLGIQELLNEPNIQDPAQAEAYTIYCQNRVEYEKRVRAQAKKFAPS
# pCIP destab: p/CIP protein destabilization | Q05BA5 | 290,000 compounds, 0.01% hits | F442A p/CIP-EGFP cells, EGFP fluorescence, 16 h | AID 1984 | decrease of EGFP signal, % at 10 µM;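 active means EGFP signal decrease of at least 30% at 10 µM or well 3 SD below plate mean, unless failing retest; inactive means the rest, including hits failing retest or dose response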; further: some compounds called inactive have numbers as strong as hits; many of its hits are not listed in these tables
# An asterisk follows results filed as active; nt = not tested or not shown.
structure,VIM-2 inhibitor,pCIP destab,PfM18AAP inh,DNA FID counter,IMP-1 inhibitor,IDE inh,IDE act,NS3 helicase inh,SUMO HTRF inh
Cc1ccc(-c2nnc(Sc3nc4ccccc4o3)c3ccccc23)cc1,1.5,3,-12,-4,-0.8,-3,-3,-1,9
COc1ccc(-c2cc(-c3ccc(C)cc3)n[nH]2)c(O)c1,-2.0,-5,0,-8,0.0,3,-1,-32,-13
Cc1cc(C)c(S(=O)(=O)N2CCCOC2CNC(=O)C(=O)NCCc2c[nH]c3ccccc23)c(C)c1 (stereo not given),1.8,-14,4,-33,-1.9,0,4,-6,-9
CC1CCCC(NC(=O)Cn2cc3c(n2)CCCCC3)C1C (stereo not given),-1.6,-6,-1,-22,-3.0,0,5,7,10
COc1ccc(-c2nc(N)n(C(=O)c3ccco3)n2)cc1,-0.5,18,-4,-12,-1.3,4,4,-1,28
CSCc1ccc(C(=O)N2CCC(N3CCC(C(=O)NC(C)C)CC3)CC2)o1,-2.3,8,9,-6,-1.4,4,6,-2,2
CN1CCN(NC(=O)/C=C/c2ccc(Br)cc2)CC1,-1.3,-16,-10,3,0.3,-5,-4,1,10
c1ccc2cc(OCCOCCOc3ccc4ccccc4c3)ccc2c1,0.2,0,-4,-4,-1.8,-5,3,-4,-7
CC(C)(C)c1ccc(C(=O)Nc2cccc3ncccc23)cc1,-1.7,-10,4,-39,0.3,4,5,-8,11
CC(=O)Nc1ccc(S(=O)(=O)N2CCN(CCCOc3cc(C)ccc3C)CC2)cc1,-2.0,-13,5,-4,-1.6,-2,2,-17,4
Cc1ccc([N+](=O)[O-])cc1N=C(c1cccc([N+](=O)[O-])c1)N1CCOCC1,-4.3,-1,2,-8,-1.5,-6,6,-5,3
Cc1nnc(SCC(=O)NC2CCCC2)n1C(C)C,0.0,-10,-5,-2,-1.5,1,3,3,18
C=CCn1c(SCC(=O)NC)nc2sc3c(c2c1=O)CCC3,0.2,12,2,-5,-1.0,9,-6,4,8
COc1cc(OC)cc(C(=O)N2CCN(Cc3ccccc3[N+](=O)[O-])CC2)c1,-0.4,-11,2,-11,-0.5,-3,-6,-7,5
CC/C(=N\O)c1ccc(O)c(OC)c1,-2.7,6,6,-6,-1.6,-3,1,1,-19
Cc1oc(-c2cccc(Cl)c2)nc1CS(=O)(=O)CC(=O)NCCN1CCCC1,-3.8,-12,2,13,-4.5,-3,2,-47,4
COc1cc2c(cc1OC)CN(C(=O)c1cccs1)CC2,-1.9,1,1,-13,-1.5,5,-2,4,-4
O=C(NC1CC1)c1ccc2c(c1)NC(=O)c1ccccc1S2,1.3,-5,-7,-5,-1.6,nt,nt,-7,-2
CCOc1ccccc1CN1CCN(C2CCN(c3ccccc3F)CC2)CC1CCO (stereo not given),-3.3,-1,0,2,-1.2,1,4,-17,6
COc1ccc(CN2CCn3nc(C(=O)NC(C)C)cc3C2=O)cc1,-3.2,-3,0,-7,-3.6,8,3,-11,4

# Arranged by length of the SMILES (smallest number first): part of the list above
structure,VIM-2 inhibitor,pCIP destab,PfM18AAP inh,DNA FID counter,IMP-1 inhibitor,IDE inh,IDE act,NS3 helicase inh,SUMO HTRF inh
Cc1nnc(SCC(=O)NC2CCCC2)n1C(C)C,0.0,-10,-5,-2,-1.5,1,3,3,18
CC1CCCC(NC(=O)Cn2cc3c(n2)CCCCC3)C1C (stereo not given),-1.6,-6,-1,-22,-3.0,0,5,7,10
c1ccc2cc(OCCOCCOc3ccc4ccccc4c3)ccc2c1,0.2,0,-4,-4,-1.8,-5,3,-4,-7
O=C(NC1CC1)c1ccc2c(c1)NC(=O)c1ccccc1S2,1.3,-5,-7,-5,-1.6,nt,nt,-7,-2
COc1ccc(CN2CCn3nc(C(=O)NC(C)C)cc3C2=O)cc1,-3.2,-3,0,-7,-3.6,8,3,-11,4
Cc1ccc(-c2nnc(Sc3nc4ccccc4o3)c3ccccc23)cc1,1.5,3,-12,-4,-0.8,-3,-3,-1,9
CCOc1ccccc1CN1CCN(C2CCN(c3ccccc3F)CC2)CC1CCO (stereo not given),-3.3,-1,0,2,-1.2,1,4,-17,6
CSCc1ccc(C(=O)N2CCC(N3CCC(C(=O)NC(C)C)CC3)CC2)o1,-2.3,8,9,-6,-1.4,4,6,-2,2
Cc1oc(-c2cccc(Cl)c2)nc1CS(=O)(=O)CC(=O)NCCN1CCCC1,-3.8,-12,2,13,-4.5,-3,2,-47,4
CC(=O)Nc1ccc(S(=O)(=O)N2CCN(CCCOc3cc(C)ccc3C)CC2)cc1,-2.0,-13,5,-4,-1.6,-2,2,-17,4

# (continued)
structure,VIM-2 inhibitor,pCIP destab,PfM18AAP inh,DNA FID counter,IMP-1 inhibitor,IDE inh,IDE act,NS3 helicase inh,SUMO HTRF inh
COc1ccc(N2C(=O)CC3(CCCC3)CC2=O)cc1,-1.6,-18,-1,-2,-3.1,-6,-2,-7,20
Cc1ccc2cc(/C=C/C(=O)c3ccco3)c(Cl)nc2c1,1.2,-7,0,-21,0.7,2,nt,7,38
O=C(CCc1nnc(Cc2ccc3c(c2)OCO3)o1)NCc1nc2ccccc2s1,-3.7,2,2,-22,-3.6,nt,6,0,10
CC(=O)Nc1nnc(SCc2ccccc2F)s1,-0.8,3,-2,-4,-3.0,2,-2,-1,8
COc1cc(C(C(=O)NC2CCCCC2)N(C(=O)c2snc(C(N)=O)c2N)c2ccc(C)cc2)ccc1O (stereo not given),-1.6,-7,1,-29,-0.5,3,2,-11,4
Cc1nc2cc(CO)ccc2n1C,-4.9,-1,4,-4,0.5,4,5,0,-11
Cc1coc2cc3oc(=O)c(CCC(=O)NCCCN4CCCC4=O)c(C)c3cc12,-2.1,-6,-10,-22,-2.9,5,2,-2,14
CC(C)N1C(=O)c2ccccc2C1C(=O)NC1CCCCCC1 (stereo not given),3.7,-12,-15,4,2.0,-1,9,9,1
COc1ccc(C(c2nnnn2Cc2ccccc2)N2CCN(c3ccccc3)CC2)cc1 (stereo not given),-2.9,1,-5,-21,-1.8,-1,4,-12,-14
Cc1occc1-c1nnc(SCC(=O)Nc2ccccc2)n1CCc1ccccc1,0.2,-14,1,-34,-4.8,-2,-2,-6,-11
O=C(NN1CCOCC1)c1ccc(Cl)s1,-1.9,2,-14,-6,-2.5,-1,5,9,14
CC(C)(O)C(=O)NN(Cc1ccccc1)c1ccccc1,-0.3,2,-11,3,-1.6,5,3,-7,20
CCn1c(SCC(=O)NC2CCCCC2)nnc1-c1cccs1,-0.3,-13,-8,-12,-1.4,8,3,-8,12
Cc1nc(NCc2ccccc2)c2cc[nH]c2n1,-1.4,4,-6,-4,-0.7,-5,0,-6,7
Cc1onc(-c2ccccc2)c1CNC(=O)CN1C(=O)c2ccccc2C1=O,0.1,-2,-4,1,-1.2,4,5,-6,26
CCOC(=O)C1CCN(C2CCN(Cc3nc(-c4ccccc4)no3)CC2)CC1,-0.8,-9,-4,1,0.2,-2,-2,3,9
CN(C)c1ccc(CNC23CC4CC(CC(C4)C2)C3)cc1,-1.3,nt,0,5,-2.7,nt,nt,-3,nt
CCCS(=O)(=O)N1CCC(C(=O)N2CCN(C(=O)OCC)CC2)CC1,-4.8,4,-8,-3,-4.0,-1,2,-4,-6
Cc1ccc(C(C(=O)Nc2ccc(C(C)C)cc2)N(C)C(=O)c2ccc(=O)[nH]c2)cc1 (stereo not given),-1.3,7,3,-23,-2.1,-4,6,-6,14
CCOc1ccc(N2CC(C(=O)NCc3ccc(C)n3C)CC2=O)cc1 (stereo not given),1.6,5,-2,-14,0.6,3,7,-3,11

# Quoted at random: 2 records from the list
structure,VIM-2 inhibitor,pCIP destab,PfM18AAP inh,DNA FID counter,IMP-1 inhibitor,IDE inh,IDE act,NS3 helicase inh,SUMO HTRF inh
COc1cc(C(C(=O)NC2CCCCC2)N(C(=O)c2snc(C(N)=O)c2N)c2ccc(C)cc2)ccc1O (stereo not given),-1.6,-7,1,-29,-0.5,3,2,-11,4
CCOC(=O)C1CCN(C2CCN(Cc3nc(-c4ccccc4)no3)CC2)CC1,-0.8,-9,-4,1,0.2,-2,-2,3,9

# (more compounds)
structure,VIM-2 inhibitor,pCIP destab,PfM18AAP inh,DNA FID counter,IMP-1 inhibitor,IDE inh,IDE act,NS3 helicase inh,SUMO HTRF inh
CCSc1nc(O)c(C2OC(=O)c3c2ccc(OC)c3OC)c(=O)n1CC (stereo not given),0.5,-13,4,-5,-1.1,-1,0,2,28
Cc1cc(C)n(-c2nc3c(c(=O)[nH]c(=O)n3C)n2CC(O)c2ccccc2)n1 (stereo not given),0.8,2,-12,-15,-1.3,5,-2,4,19
O=S(=O)(c1ccccc1)N1CCN(Cc2ccccc2C(F)(F)F)CC1,-3.0,-6,3,-11,-1.9,-1,3,-7,4
Cc1cc(C)c2nc(NC(=O)c3ccc([N+](=O)[O-])o3)sc2c1,0.4,-18,-8,1,-0.3,1,2,-5,13
Cc1ccc(Cl)c2sc(NC(=O)C3=COCCO3)nc12,0.8,4,4,-2,-0.7,0,-1,-21,-5
O=C(NCCCNC(=O)c1ccccc1Br)c1ccccc1Br,0.0,-8,-14,1,1.0,4,0,4,7
COc1ccccc1-c1nnc(NC(=O)c2cccc(N3C(=O)CCC3=O)c2)o1,-3.5,-5,4,-6,-1.6,-2,-2,13,3
COc1ccc(NC(=O)c2ccc(NCCCN3CCOCC3)c([N+](=O)[O-])c2)cc1,-1.7,-10,2,13,0.4,12,6,-8,20
CCCNC(=S)NCCN1CCCCC1,-3.3,-9,3,7,-3.0,5,1,-2,5
CC(C)=CCN1CCN(Cc2cnc(-c3ccccc3)s2)CC1CCO (stereo not given),0.0,3,-8,10,-1.0,1,-4,-21,3
CCC(=O)N/C(=N\OCc1ccc(F)cc1)c1nonc1NC(=O)CC,-2.6,6,4,-2,-2.4,1,5,3,-34
CN1CCc2c(sc3c2C(=O)NC(c2ccc(-c4cccc(Cl)c4)o2)N3)C1 (stereo not given),1.9,0,16,-1,2.0,15,-20,7,11
Cc1[nH]c2ccccc2c1-c1csc(N)n1,-2.4,2,2,3,-1.0,nt,6,-8,9
COc1ccc(CCNC(=O)CS(=O)(=O)Cc2nc(-c3ccccc3Cl)oc2C)cc1OC,-1.2,-10,-13,-38,-1.8,-6,2,-17,-1
O=C(COc1ccc(S(=O)(=O)Nc2ccc(Cl)cc2)cc1)N1CCOCC1,-0.4,-10,-5,-27,-0.6,2,13,-7,6
Cc1oc(-c2ccc(Cl)cc2)nc1CN1CCC(C(=O)N2CCN(Cc3ccccc3)CC2)CC1,1.3,-7,-18,22,-1.4,-2,-2,-47,24

# An unsorted share of the library (roughly 3.6% active in at least one column).
